From PubChem
LYP inhibition = LYP phosphatase inhibitors, primary screen, biochemical, DiFMUP fluorescence, recombinant catalytic domain, 10 µM (AID 606). recombinant LYP catalytic domain, DiFMUP fluorescence; higher % means a stronger effect. 52,000 tested, under 10 active. inhibition, % at 10 µM, or IC50 in µM where a hit was titrated;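 active = IC50 under 40 µM in the dose-response test; inactive = IC50 of 40 µM or more, or never dose-tested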
Spn MK inh = S. pneumoniae mevalonate kinase inhibition | purified MK, PK/LDH-coupled NADH absorbance 340 nm | inhibition, % at 10 µM | actives 0.48% (n = 65,000) | AID 555;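 active = ranked among the strongest by inhibition in the single 10 µM screen, a fixed top-ranked set picked for dose follow-up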; note: no value below 0 was filed
DPM-DC inhibit = blocks S. pneumoniae diphosphomevalonate decarboxylase; purified DPM-DC, PK/LDH coupled NADH fluorescence; calls only at 10 µM; actives 0.49% (n = 65,000); AID 556;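 active = the 320 compounds with the highest percent inhibition in the single-dose primary screen, excluding strongly autofluorescent ones, cut at about 32% in these data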;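 note: kinetic rate of NADH fluorescence loss reporting ADP formed by the decarboxylase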
PMK inhibit = inhibitors of Streptococcus pneumoniae phosphomevalonate kinase; actives 0.49% (n = 65,000); AID 539; purified PMK, PK/LDH-coupled NADH absorbance 340 nm; inhibition, % at 10 µM;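 active = top-ranked compounds by inhibition in the single 10 µM screen, taking a fixed number of the strongest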;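 note: 0% = full reaction with DMSO carrier and 100% = background rate without enzyme reaction; no value below 0 was filed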
HT1080 viability = cytotoxicity in HT1080 fibrosarcoma cells, cell-based, fluorescence readout (AID 620); actives 0.42% (n = 87,000); cytotoxicity, % at 10 µM, or EC50 in µM where a hit was titrated; HT1080 viability, fluorescence; higher % means a stronger effect; in the data active = cytotoxicity above about 50%;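 note: cells exposed to compound overnight then 4 h with Alamar Blue; 0% = vehicle DMSO and 100% = killing control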
An asterisk follows results filed as active; i = inactive; nt = not tested or not shown.

1) COc1ccc(OCCn2c(C)c(/C=N/n3cnnc3)c3ccccc32)cc1
2) CCOC(=O)c1ccccc1NC(=O)Cc1ccccc1OC
3) C=CCSc1nccc(-c2nn(-c3ccc(C)cc3)ccc2=O)n1
4) COc1ccc(S(=O)(=O)N2CCC(C(=O)Nc3cccc(C(C)=O)c3)CC2)cc1
5) CC(C)N(C(=O)CSc1nc2ccccc2n1Cc1ccccc1)C(C)C
6) CCCCn1c(Cc2ccccc2)nnc1SCC(=O)N1CCOCC1
7) COc1ccc2c(c1)Cc1sc(NC(=O)c3ccco3)nc1-2
8) Nc1nnc(COc2ccccc2)s1

entry no.	1	2	3	4	5	6	7	8
LYP inhibition	nt	nt	nt	nt	nt	nt	nt	nt
DPM-DC inhibit	nt	nt	nt	nt	nt	nt	nt	nt
PMK inhibit	nt	nt	nt	nt	nt	nt	nt	nt
Spn MK inh	nt	nt	nt	nt	nt	nt	nt	nt
HT1080 viability	-8%	-13%	44%	8%	19%	-10%	5%	-2%

9) c1ccc2cc(CN3CCOCC3)ccc2c1
10) CCOC(=O)/C(C(N)=NCC(C)C)=C(/O)c1ccccc1
11) COc1cccc(/C=C2\N=C(c3c(-c4ccccc4)noc3C)OC2=O)c1OC
12) Cc1ccc(S(=O)(=O)N2CCCC(C(=O)Nc3cccnc3)C2)cc1 (stereo unspecified)
13) CCCc1cc(=O)[nH]c(SCc2nc3ccccc3s2)n1
14) CCCc1cc(=O)[nH]c(SCCOc2ccc(OCC)cc2)n1
15) O=P(Cc1ccncc1)(c1ccccc1)c1ccccc1
16) COc1cc(C(=O)NCCCNc2nc3cc(C)cc(C)c3cc2C#N)cc(OC)c1OC

entry no.	9	10	11	12	13	14	15	16
LYP inhibition	nt	nt	nt	nt	nt	nt	nt	nt
DPM-DC inhibit	nt	nt	nt	nt	nt	nt	nt	nt
PMK inhibit	nt	nt	nt	nt	nt	nt	nt	nt
Spn MK inh	nt	nt	nt	nt	nt	nt	nt	nt
HT1080 viability	16%	12%	2%	-9%	0%	-1%	-9%	-11%

One compound at a time, from the list above.
Shown for COc1cc(C(=O)NCCCNc2nc3cc(C)cc(C)c3cc2C#N)cc(OC)c1OC : LYP inhibition = nt; DPM-DC inhibit = nt; PMK inhibit = nt; Spn MK inh = nt; HT1080 viability = -11%
Shown for COc1cccc(/C=C2\N=C(c3c(-c4ccccc4)noc3C)OC2=O)c1OC : LYP inhibition = nt; DPM-DC inhibit = nt; PMK inhibit = nt; Spn MK inh = nt; HT1080 viability = 2%
Shown for CCCc1cc(=O)[nH]c(SCCOc2ccc(OCC)cc2)n1 : LYP inhibition = nt; DPM-DC inhibit = nt; PMK inhibit = nt; Spn MK inh = nt; HT1080 viability = -1%

More compounds:
17) COc1ccccc1N(CC(=O)Nc1cccnc1)S(=O)(=O)c1ccccc1
18) COc1ccc(/C=N/Nc2nnc(-c3ncc[nH]3)c3ccccc23)cc1
19) COc1ccc(C(C(=O)Nc2ccc(C(C)C)cc2)N(C)C(=O)CNC(C)=O)cc1 (stereo unspecified)
20) COC(=O)c1cccc(C23CC4(C2)[C@H](CN(C)[C@@H]4c2ccccc2)C3c2ccc(Cl)nc2)c1 (stereo partly specified)
21) Cc1ccccc1-c1nc(S(=O)(=O)c2ccc(Cl)cc2)c(NCCN2CCOCC2)o1
22) COc1ccc(-n2nc(C(=O)NCc3ccco3)c3ccccc3c2=O)cc1
23) O=C(OCCN=C1NS(=O)(=O)c2ccccc21)c1ccccc1
24) CCC(C)OC(=O)c1cc(C)nc2c(Br)cc(Br)cc12 (stereo unspecified)

entry no.	17	18	19	20	21	22	23	24
LYP inhibition	nt	nt	nt	nt	nt	nt	nt	nt
DPM-DC inhibit	nt	nt	nt	nt	nt	nt	nt	nt
PMK inhibit	nt	nt	nt	nt	nt	nt	nt	nt
Spn MK inh	nt	nt	nt	nt	nt	nt	nt	nt
HT1080 viability	-2%	-9%	14%	-5%	-26%	-16%	-9%	4%

25) Nc1nc(SCc2nc(-c3ccccc3)no2)[nH]c(=O)c1-c1ccccc1
26) Cc1ccc2nc(C3CCN(S(=O)(=O)c4ccc5ccccc5c4)CC3)[nH]c2c1
27) COc1ccc(-c2c/c(=N\c3nc(-c4ccccc4)c(C)s3)c3ccccc3o2)cc1O
28) COc1ccc(/C=N\NS(=O)(=O)c2ccc(Cl)cc2)cc1COc1ccccc1[N+](=O)[O-]
29) Cc1cc2ccccc2c(=O)n1CC(=O)NCC(=O)N1CCCC(C)C1 (stereo unspecified)
30) CC(=O)OC1CC(n2ccc(NC(=O)c3ccccc3)nc2=O)OC1CO (stereo unspecified)
31) Cc1cc(C)c(NC(=O)c2ccccc2N(C)S(C)(=O)=O)c(C)c1
32) CC(=O)N1CCN(Cc2nc3cc(NC(=O)c4ccccc4C)ccc3n2C)CC1

entry no.	25	26	27	28	29	30	31	32
LYP inhibition	nt	nt	nt	nt	nt	nt	nt	nt
DPM-DC inhibit	nt	nt	nt	nt	nt	nt	nt	nt
PMK inhibit	nt	nt	nt	nt	nt	nt	nt	nt
Spn MK inh	nt	nt	nt	nt	nt	nt	nt	nt
HT1080 viability	-1%	12%	60%*	-4%	11%	-6%	14%	-17%

Reprinted at random: 2 records from the list
32) CC(=O)N1CCN(Cc2nc3cc(NC(=O)c4ccccc4C)ccc3n2C)CC1
28) COc1ccc(/C=N\NS(=O)(=O)c2ccc(Cl)cc2)cc1COc1ccccc1[N+](=O)[O-]

entry no.	32	28
LYP inhibition	nt	nt
DPM-DC inhibit	nt	nt
PMK inhibit	nt	nt
Spn MK inh	nt	nt
HT1080 viability	-17%	-4%

(listing goes on)
33) CCCCCCCC(=O)OCC(O)CO (stereo unspecified)
34) Cc1nc(C)c(C)nc1C
35) O=S(=O)(NCc1ccccn1)c1cccc2nsnc12
36) Cc1nc2ccc3nc(NC(=O)c4ccco4)sc3c2s1
37) CCOC(=O)NC(NC(=O)OCC)C(=O)c1ccc(F)cc1
38) CN(C)c1oc(-c2ccccc2)nc1C#N

entry no.	33	34	35	36	37	38
LYP inhibition	16%	9%	nt	nt	nt	nt
DPM-DC inhibit	nt	nt	i	i	i	nt
PMK inhibit	nt	nt	15	30*	14	20
Spn MK inh	nt	nt	0	1	4	8
HT1080 viability	-1%	-4%	nt	nt	nt	nt

An excerpt. The share of hits here may be higher or lower than overall.
